TbMetRS inhib: T. brucei MetRS inhibitors, primary screen, biochemical, luminescence; 360,000 compounds, 0.4% hits; inhibition, % at 11.9 µM; purified T. brucei MetRS, ATP depletion, Kinase-Glo luminescence; methionyl-tRNA synthetase (Trypanosoma brucei brucei);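 active = inhibition above a per-plate cutoff of the control wells' mean inhibition plus 3 SD, cut at about 5.5% in these data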;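 note: 0% = DMSO wells median and 100% = median of wells with control inhibitor compound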
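Material: T. brucei methionyl-tRNA synthetase, purified; reagent: substrates ATP, L-methionine and bulk Escherichia coli tRNA; dosing: 11.9 µM single point; timing: 15 min plus 2 h at 25 °C; detection: luminescence of leftover ATP; evaluation: % inhibition; control set: DMSO-only wells as low control; replicates: singlicate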
MLLE-PAM2 inh: inhibitors of PABP1 MLLE–PAM2 peptide binding, primary screen, biochemical, fluorescence polarization, FITC-PAM2, GST-MLLE; inhibition, % at 20 µM; Polyadenylate-binding protein 1 (Homo sapiens), P11940; 360,000 compounds, 0.36% hits; in the data active = inhibition above about 35%, passing the limit was not always enough;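 note: plate controls were DMSO wells with GST-MLLE for no effect and wells lacking GST-MLLE protein for full effect; some results filed as inactive read as strong as hits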
Target sequence (P11940 whole entry, looked up): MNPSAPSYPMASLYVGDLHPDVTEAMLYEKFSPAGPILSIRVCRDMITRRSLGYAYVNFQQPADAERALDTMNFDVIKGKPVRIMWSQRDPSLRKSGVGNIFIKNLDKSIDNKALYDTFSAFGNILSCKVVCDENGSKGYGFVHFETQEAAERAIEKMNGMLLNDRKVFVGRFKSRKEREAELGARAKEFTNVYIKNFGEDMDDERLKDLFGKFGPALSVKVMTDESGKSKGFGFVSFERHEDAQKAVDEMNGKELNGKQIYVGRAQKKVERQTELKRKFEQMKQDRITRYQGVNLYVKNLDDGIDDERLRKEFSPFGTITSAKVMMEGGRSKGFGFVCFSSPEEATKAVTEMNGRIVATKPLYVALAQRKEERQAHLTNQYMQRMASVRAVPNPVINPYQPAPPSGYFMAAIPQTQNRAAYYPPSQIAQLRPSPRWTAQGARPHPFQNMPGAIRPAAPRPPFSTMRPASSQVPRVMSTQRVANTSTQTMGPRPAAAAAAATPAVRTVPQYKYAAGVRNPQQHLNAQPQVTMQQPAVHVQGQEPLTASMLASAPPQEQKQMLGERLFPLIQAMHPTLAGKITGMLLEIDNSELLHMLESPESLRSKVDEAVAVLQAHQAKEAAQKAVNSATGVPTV
FAS TE block: FAS thioesterase domain inhibitors, primary screen, biochemical, fluorescence intensity, uHTS; 360,000 compounds, 0.67% hits; recombinant FAS-TE, OMFH fluorogenic substrate, fluorescence endpoint; inhibition, % at 15 µM; AID 602261, 2012;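 active = compounds whose normalised, plate-corrected inhibition of enzyme fluorescence in the single-dose primary screen is 50% or more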;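 note: 0% = DMSO with enzyme and 100% = substrate without enzyme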
MsrA inh: bovine MsrA enzyme inhibitors, primary screen, biochemical, absorbance, HTS; Methionine sulfoxide reductase A (Bos taurus); purified bovine MsrA, absorbance read-out; inhibition, % at 15.5 µM; 360,000 compounds, 0.75% hits; AID 651718, 2012; in the data active = inhibition above about 4.5%;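 note: 0% = vehicle wells with enzyme and 100% = reference inhibitor wells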
E coli Lon inh: inhibitors of E. coli Lon protease, primary screen, biochemical, fluorescence polarization. P0A9M0. purified E. coli Lon protease. inhibition, % at 7.94 µM. 360,000 compounds, 0.42% hits; in the data active = inhibition above about 13%, passing the limit was not always enough;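 note: 0% = enzyme with probe and DMSO and 100% = no enzyme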
SKN-1 block: suppressors of acrylamide-induced Pgst-4::GFP reporter in worms, primary screen, SKN-1 inhibitor project, whole organism, uHTS, GFP/RFP fluorescence ratio, strain VP596 | inhibition, % at 21.8 µM | AID 624304, 2012 | 360,000 compounds, 0.49% hits | C. elegans VP596 Pgst-4::GFP/RFP ratio, 24 h;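 active = interference check ratio from 0.5 to 1.5 plus GFP to RFP signal ratio inhibition reaching or exceeding a fixed threshold, cut at about 30% in these data, passing the limit was not always enough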; note: some compounds called inactive have numbers as strong as hits
MT1-MMP act inh: blockers of MT1-MMP proenzyme processing, primary screen, HT1080 RFP-PRO-GFP cells, GFP/RFP fluorescence | GFP/RFP ratio change, % at 20 µM | 360,000 compounds, 0.061% hits | GFP/RFP ratio fluorescence, overnight; percent of plate control window, DMSO zero | AID 651647, 2012 | Matrix metalloproteinase-14 (Homo sapiens), P50281;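 active = GFP/RFP ratio change of at least 30% with cell ATP level not reduced by more than half and red fluorescence within 50% of control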; note: strong numbers were not always called active
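Assay system: RFP-PRO-GFP reporter HT1080 cells; read-out basis: GFP/RFP fluorescence ratio; benchmarks: DMSO wells and RFP-L50D-GFP cells; doses: 20 µM single dose, 1% DMSO; schedule: overnight cell settling, then overnight compound exposure, 37 °C, 5% CO2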
NRP1-CendR mod: modulators of CendR peptide binding to NRP-1, primary screen, biochemical, fluorescence polarization, uHTS | Neuropilin-1 (Homo sapiens), O14786 | FAM-RPARPAR peptide binding to NRP-1 | inhibition, % at 25 µM | 360,000 compounds, 0.85% hits | AID 602438, 2012;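 active = inhibition or corrected inhibition above about 18%, plus a signal ratio from 0.5 to 1.5, limit read from the data, passing the limit was not always enough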; note: strong numbers were not always called active
MsrA act: bovine MsrA enzyme activators, primary screen, biochemical, absorbance, HTS; Methionine sulfoxide reductase A (Bos taurus); purified bovine MsrA, absorbance read-out; activation, % at 10.6 µM; 360,000 compounds, 0.3% hits; AID 602163, 2012; in the data active = activation above about 7.5%;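 note: 0% = vehicle and 100% = reference activator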
* hit, by the source's call; . = not tested or not shown.

molecule	TbMetRS inhib	MLLE-PAM2 inh	FAS TE block	MsrA inh	E coli Lon inh	SKN-1 block	MT1-MMP act inh	NRP1-CendR mod	MsrA act
CCOC(=O)c1ccc(NC(=O)CNNC(=O)COc2ccccc2C)cc1	-0.3	0	0	0.0	-18	5	1	0	-4
CCCS(=O)(=O)N1CCCC(C(=O)NCc2ccc(C)cc2)C1 (stereo not drawn)	-0.2	-9	-2	-0.8	-2	9	7	-2	-1
CCCCc1nc2cc(C(=O)NC(C)c3cnn(C)c3)ccc2o1 (stereo not drawn)	-0.3	-9	-6	0.3	-2	6	-1	14	1
CC(=O)Nc1ccc(S(=O)(=O)NCC(=O)OCC(=O)NC(=O)c2cccn2C)cc1	0.3	-16	-7	0.1	1	-3	0	-14	-4
CN(CC(O)COCc1cccs1)C1CCCCC1 (stereo not drawn)	-0.8	10	-1	0.2	3	-23	2	-10	1
CCOC(=O)CN1C(=O)C(Sc2n[nH]c(-c3ccc(O)cc3)n2)CCc2ccccc21 (stereo not drawn)	-0.4	-18	-2	0.1	5	23	-7	-4	-2
Oc1ccc(C2C[C@H]3CC[C@@H]2C3)cc1O (stereo partly drawn)	-0.3	32	-3	1.2	1	-15	7	0	-7
O=C(Nc1ccnc(=O)[nH]1)c1sc2ccccc2c1Cl	-0.4	-2	3	1.1	1	-4	-5	-7	-1
CC(=O)c1ccc(Sc2ccccc2)c([N+](=O)[O-])c1	-0.4	-5	46	0.3	0	-7	0	-1	-2
CC1(C(=O)O)CCC(C(=O)N2CCCCC2)C1(C)C (stereo not drawn)	-0.4	-3	-4	-1.0	2	4	1	-5	-1
CC(O)(c1ccccc1)c1nc(-c2ccc(F)c(Cl)c2)cs1 (stereo not drawn)	-0.1	-9	21	0.9	-14	8	3	-12	-8
Cc1cc(C(=O)CN2C(=O)NC3(CCCc4ccccc43)C2=O)c(C)n1Cc1cccs1 (stereo not drawn)	-1.2	0	28	-0.1	-14	28	3	5	-2
O=[N+]([O-])c1c(Nc2ccc(O)cc2)cc(N2CCOCC2)c2nonc12	-0.2	4	10	0.4	-2	5	0	-3	-3
COc1cc(Cl)ccc1NC(=O)COc1ccccc1C(=O)NN	0.0	-3	-5	0.0	-4	5	-5	8	-6
CCOC(=O)c1sc(NN=C(C(=O)OC)C(=O)OC)c(C(=O)OCC)c1C	-0.8	-62	-6	-1.0	-3	7	-1	-22	-5
Cc1csc(NC(=O)CSc2nnc(-c3ccncc3)o2)n1	-0.9	-32	-5	1.5	-4	14	-1	-8	-2
Cc1[nH][nH]c(=O)c1C(c1ccc(-c2ccccc2C(=O)O)o1)c1c(C)[nH][nH]c1=O	0.8	7	7	2.3	-3	0	3	3	-1
Cc1ccccc1N(C(=O)Cc1ccsc1)C(C(=O)NC1CCCCC1)c1ccc(F)cc1 (stereo not drawn)	-0.9	0	-2	0.4	-8	-2	1	-4	-2
CC1CC(C)CN(C(=O)Cn2c(=O)oc3cc(S(=O)(=O)N4CCCC4)ccc32)C1 (stereo not drawn)	-0.2	-5	-3	-0.4	8	-5	-3	10	-3
C[C@H](CO)N1C[C@H](C)[C@@H](CN(C)C(=O)Nc2ccccc2)Oc2ncc(-c3ccc(C#N)cc3)cc2C1=O	0.0	1	-5	-1.3	-4	8	0	-10	0
CCCC/C(O)=C1\C(=O)CCCC1=NCCc1c(C)[nH]c2ccccc12	-0.3	11	4	0.1	-7	-13	-5	-5	-8
CC(NC(=O)/C(=C/c1ccc(OC(F)F)cc1)c1ccccc1)c1ccccc1 (stereo not drawn)	-0.9	-1	34	-0.2	0	5	-3	0	-8
O=C(O)c1cccnc1C(=O)N1CCc2c([nH]c3ccccc23)C1C(F)(F)F (stereo not drawn)	-0.3	3	-6	-1.7	-1	17	.	2	0
OC[C@@H]1CN(Cc2ccco2)C[C@H](n2cnc3c(NCc4ccc(F)cc4)ncnc32)O1	-0.2	9	-4	0.4	-7	10	3	-1	-2
O=C(Nc1cccc(-c2cccc(F)c2)c1)C1CCN(C2CCC2)CC1	0.9	7	-2	-0.5	-13	7	-1	3	-1
Clc1ccc(Oc2ccccc2)c2ncccc12	-0.6	5	4	-0.9	3	16	1	-3	-1
Cc1ccc2c(c1)N(C(=O)CCC(=O)N1CCCCC1)CCO2	0.5	7	-6	0.7	6	-13	3	10	-1
O=C(NCc1nc(-c2ccc(Cl)cc2)no1)c1ccco1	0.0	-6	2	1.2	-1	10	2	-17	-2
CCc1ccc(N2CC(C(=O)OCC(=O)Nc3ccc(C(C)=O)cc3)CC2=O)cc1 (stereo not drawn)	-0.3	8	-3	0.2	-5	-5	-1	-2	-3
O=C(c1ccco1)N1CCN(Cc2cc(=O)c(OCc3c(F)cccc3Cl)co2)CC1	0.1	-9	-7	-0.2	0	1	4	-2	-3

Exported as labelled records: part of the list above.
> Clc1ccc(Oc2ccccc2)c2ncccc12
  TbMetRS inhib: -0.6	MLLE-PAM2 inh: 5	FAS TE block: 4	MsrA inh: -0.9	E coli Lon inh: 3	SKN-1 block: 16	MT1-MMP act inh: 1	NRP1-CendR mod: -3	MsrA act: -1
> Cc1ccccc1N(C(=O)Cc1ccsc1)C(C(=O)NC1CCCCC1)c1ccc(F)cc1 (stereo not drawn)
  TbMetRS inhib: -0.9	MLLE-PAM2 inh: 0	FAS TE block: -2	MsrA inh: 0.4	E coli Lon inh: -8	SKN-1 block: -2	MT1-MMP act inh: 1	NRP1-CendR mod: -4	MsrA act: -2
> OC[C@@H]1CN(Cc2ccco2)C[C@H](n2cnc3c(NCc4ccc(F)cc4)ncnc32)O1
  TbMetRS inhib: -0.2	MLLE-PAM2 inh: 9	FAS TE block: -4	MsrA inh: 0.4	E coli Lon inh: -7	SKN-1 block: 10	MT1-MMP act inh: 3	NRP1-CendR mod: -1	MsrA act: -2

Continued.
molecule	TbMetRS inhib	MLLE-PAM2 inh	FAS TE block	MsrA inh	E coli Lon inh	SKN-1 block	MT1-MMP act inh	NRP1-CendR mod	MsrA act
CCCc1nnc(NC(=O)c2ccc([N+](=O)[O-])cc2)s1	-0.4	13	5	0.6	-15	6	1	7	-2
COc1ccc(Nc2ccc(S(=O)(=O)N3CCCCCC3)cc2[N+](=O)[O-])cc1	-0.6	1	30	0.6	-3	-1	2	7	-7
COCC(C)OC(=O)c1c(N)n(CCCN2CCOCC2)c2nc3ccccc3nc12 (stereo not drawn)	-0.2	-20	-3	2.0	3	23	-1	7	-3
NC(=O)c1ccc(N2CCN(S(=O)(=O)c3ccccc3)CC2)c([N+](=O)[O-])c1	-0.7	5	3	0.3	-2	10	-2	-42	4
O=C(NCc1nc2ccccc2[nH]1)C1=C[C@H](c2ccc(Br)cc2)C[C@H](OCc2ccc(CO)cc2)O1	66*	11	13	-0.1	3	-6	3	11	0
CCN(CC(=O)Nc1c(F)cccc1F)C(=O)c1cccnc1SC	-0.3	-6	-3	-0.7	1	0	-2	-4	-3
CCOC(=O)c1cnn(C(=O)c2ccccc2)c1N	-1.6	-11	-8	2.3	-6	-3	-1	-6	-14
O=C(Nc1ccc(F)cc1)C1CCCN(S(=O)(=O)c2ccc3[nH]c(=O)ccc3c2)C1 (stereo not drawn)	0.4	-3	0	-0.1	-1	20	-5	14	0
O=C(N/N=C/c1cccnc1)c1ccccc1	-0.3	5	-8	0.2	-9	11	0	1	-2
CC(=O)OC1C(=O)N(Cc2ccccc2)C1c1ccc(C)cc1 (stereo not drawn)	-0.1	-3	1	0.5	4	12	-4	-7	-1
COc1cc(C(=O)NC(C)c2ccccc2)ccc1OCC(=O)N1CCOCC1 (stereo not drawn)	-0.3	-6	-7	-0.3	4	6	-1	8	-4
COCCOC(=O)C1=C(C)N(Cc2ccccc2)C(=O)NC1c1cccc(OC)c1OC (stereo not drawn)	-0.1	1	-5	1.4	-1	23	4	1	-2
O=Cc1cccn1-c1ccc(O)cc1	0.4	3	-4	1.2	10	7	-3	-2	-3
COc1cccc(NS(=O)(=O)CC23CCC(CC2=O)C3(C)C)c1 (stereo not drawn)	-1.3	-3	-4	0.8	7	-2	.	2	-13
Cc1cccc(Nc2nc(-c3ccncc3)cs2)c1	-0.2	3	3	2.0	-9	17	-7	2	-2

Rewritten with two lines to a compound: entries from further up
Screens in order – TbMetRS inhib | MLLE-PAM2 inh | FAS TE block | MsrA inh | E coli Lon inh | SKN-1 block | MT1-MMP act inh | NRP1-CendR mod | MsrA act
COc1ccc(Nc2ccc(S(=O)(=O)N3CCCCCC3)cc2[N+](=O)[O-])cc1
  -0.6 | 1 | 30 | 0.6 | -3 | -1 | 2 | 7 | -7
NC(=O)c1ccc(N2CCN(S(=O)(=O)c3ccccc3)CC2)c([N+](=O)[O-])c1
  -0.7 | 5 | 3 | 0.3 | -2 | 10 | -2 | -42 | 4

Full records, looked up by structure. Order of screens: TbMetRS inhib	MLLE-PAM2 inh	FAS TE block	MsrA inh	E coli Lon inh	SKN-1 block	MT1-MMP act inh	NRP1-CendR mod	MsrA act
Entry for Cc1[nH][nH]c(=O)c1C(c1ccc(-c2ccccc2C(=O)O)o1)c1c(C)[nH][nH]c1=O → 0.8	7	7	2.3	-3	0	3	3	-1
Entry for Cc1csc(NC(=O)CSc2nnc(-c3ccncc3)o2)n1 → -0.9	-32	-5	1.5	-4	14	-1	-8	-2
Entry for O=C(N/N=C/c1cccnc1)c1ccccc1 → -0.3	5	-8	0.2	-9	11	0	1	-2

Remaining list, next part.
molecule	TbMetRS inhib	MLLE-PAM2 inh	FAS TE block	MsrA inh	E coli Lon inh	SKN-1 block	MT1-MMP act inh	NRP1-CendR mod	MsrA act
Clc1cccc(Cc2c(-c3cccc(Br)c3)nc3ccc(Cl)cn23)c1	0.5	-7	25	0.1	-3	13	-7	-18	-3
O=C1CC[C@@H](CN(Cc2ccccn2)Cc2nc(Cc3ccccc3)no2)N1	-0.7	4	-9	-0.8	-10	7	5	3	-12
CC(=O)c1cccc(NC(=O)CN2C(=O)NC(C)(C)C2=O)c1	-0.3	3	-4	0.8	0	1	2	-5	-2
CCCN(CCC)CCCNC(=O)C1CCN(S(=O)(=O)c2cccc3nsnc23)CC1	-0.5	17	-9	0.6	9	2	1	-4	-7
O=C(O)COc1ccccc1/C=N/NC(=O)CSc1nc2ccccc2n1Cc1ccc(Cl)cc1	-0.2	-29	5	-0.1	0	5	3	-6	0
CCN(CC(=O)Nc1ccc2c(c1)OCCO2)C(=O)CC(NC(C)=O)c1ccccc1 (stereo not drawn)	-0.5	8	-2	0.6	-14	13	4	11	-8
CCn1c(SCC(=O)NCCc2ccc(Cl)cc2)nnc1-c1cccs1	0.0	-17	0	-1.1	-2	-2	-3	2	-2
COc1cc(OC)c(OC)cc1/C=N/NC(=O)CSc1ccccc1F	-1.5	-1	-4	3.5	2	4	0	0	-4
